# M5 antag = CHRM5 antagonism in calcium assay; P08912; CHO-hM5 cells, Fluo-8 calcium fluorescence, ACh EC80; inhibition, % at 3 µM; actives 0.59% (n = 360,000);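 active = inhibition above a per-plate cutoff, the mean of that plate's test compounds plus 3 SD, cut at about 27% in these data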;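 also: 0% = acetylcholine EC80 with DMSO and 100% = DMSO without agonist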
# Target sequence (P08912 whole entry, looked up): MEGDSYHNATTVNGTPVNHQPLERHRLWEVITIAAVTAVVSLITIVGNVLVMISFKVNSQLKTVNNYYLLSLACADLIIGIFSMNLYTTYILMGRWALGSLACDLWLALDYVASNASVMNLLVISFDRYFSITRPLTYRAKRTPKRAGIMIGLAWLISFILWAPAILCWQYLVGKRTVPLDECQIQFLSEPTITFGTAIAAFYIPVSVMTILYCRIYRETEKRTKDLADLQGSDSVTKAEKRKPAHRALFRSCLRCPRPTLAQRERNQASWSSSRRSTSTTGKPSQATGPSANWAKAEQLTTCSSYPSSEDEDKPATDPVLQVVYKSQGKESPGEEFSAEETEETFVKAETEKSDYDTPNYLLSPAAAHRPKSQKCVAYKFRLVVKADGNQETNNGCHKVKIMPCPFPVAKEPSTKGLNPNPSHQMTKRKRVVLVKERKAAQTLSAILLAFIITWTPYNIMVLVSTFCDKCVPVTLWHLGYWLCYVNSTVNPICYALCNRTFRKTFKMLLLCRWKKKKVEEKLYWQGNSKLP
# CRFR2-BP ag = CRF-BP/CRF-R2 complex agonism. HEK293 CRF-R2/CRF-BP, calcium dye fluorescence (FLIPR); percent of saturating CRF peptide response. activation, % at 13.2 µM. actives 0.46% (n = 350,000). AID 588473;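 active = activation of at least 50%, plus an integration ratio under a set limit after plate pattern correction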;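 also: plate controls were neutral control wells without compound for no effect and CRF at EC100 for full effect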
# M4 ag = CHRM4 agonism in calcium assay; P08173; activation, % at 3 µM; actives 0.14% (n = 360,000); CHO-K1 hM4/Gqi5, Fluo-8 calcium fluorescence; vehicle 0%, full acetylcholine response 100%;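 active = activation above the run mean over all test wells plus 3 SD, cut at about 32% in these data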;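 also: peak over basal fluorescence ratio per well then scaled between controls; 0% = DMSO wells and 100% = acetylcholine at EC100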
# Target sequence (P08173 whole entry, looked up): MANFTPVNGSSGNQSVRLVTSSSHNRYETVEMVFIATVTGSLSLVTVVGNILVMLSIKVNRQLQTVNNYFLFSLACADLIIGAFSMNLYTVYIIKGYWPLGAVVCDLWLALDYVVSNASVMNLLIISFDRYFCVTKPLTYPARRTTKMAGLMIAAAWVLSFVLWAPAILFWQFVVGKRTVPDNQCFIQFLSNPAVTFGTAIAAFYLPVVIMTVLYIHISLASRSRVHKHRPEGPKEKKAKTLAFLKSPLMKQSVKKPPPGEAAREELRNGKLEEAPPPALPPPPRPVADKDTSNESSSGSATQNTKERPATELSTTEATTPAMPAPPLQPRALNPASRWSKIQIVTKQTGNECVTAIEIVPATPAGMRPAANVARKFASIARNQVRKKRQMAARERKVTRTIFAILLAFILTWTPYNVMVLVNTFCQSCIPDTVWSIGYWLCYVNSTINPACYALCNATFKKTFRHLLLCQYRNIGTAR
# CHRM4 PAM = potentiates acetylcholine response at human M4 receptor | CHO-K1 hM4/Gqi5, Fluo-8 calcium fluorescence, ACh EC20; 0% = ACh EC20, 100% = maximal ACh | P08173 | activation, % at 3 µM | AID 624126 | actives 0.4% (n = 360,000);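 active = activation above its plate's cutoff, the mean activation of sample wells plus 3 SD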; also: some results filed as inactive read as strong as hits
# M5 PAM = CHRM5 positive allosteric modulation; P08912; CHO-K1 hM5, Fluo-8 calcium, ACh EC20 PAM; 0% = ACh EC20, 100% = ACh EC100; activation, % at 3 µM; actives 0.3% (n = 360,000); AID 624038;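 active = activation above the run cutoff, the mean activation of all test compounds plus 3 SD, cut at about 18% in these data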
#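 Probe or stimulus: acetylcholine, EC20 level; Assay system: human M5 receptor in CHO-K1 cells; Schedule: compound preincubation 140 s before EC20 acetylcholine addition; Technique: intracellular calcium via Fluo-8 fluorescence; Dosing: single-point, 3 µM nominal; Read-out basis: percent activation from peak-over-basal fluorescence ratio, scaled EC20-to-EC100 acetylcholine; Repeats: one well per compound, no replicates.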
# CHRM4 antagonist = blocks acetylcholine activation of human M4 receptor | P08173 | CHO-hM4 cells, ACh EC80, Fluo-8 calcium fluorescence | inhibition, % at 3 µM | actives 0.73% (n = 360,000) | AID 624125;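 active = inhibition above its plate's cutoff, the mean inhibition of sample wells plus 3 SD, cut at about 27% in these data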;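 also: 0% = acetylcholine EC80 with DMSO and 100% = DMSO without agonist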
# M1 PAM = positive allosteric modulators of human M1 muscarinic receptor. CHO-K1 hM1, Fluo-8 calcium fluorescence, ACh EC20; 0% = ACh EC20, 100% = maximal ACh. activation, % at 3 µM. actives 0.088% (n = 360,000); in the data active = activation above about 19%, passing the limit was not always enough
# CHRM5 agonist = CHRM5 agonism in calcium assay | P08912 | CHO-K1 hM5 cells, Fluo-8 calcium fluorescence; 0% DMSO wells, 100% maximal acetylcholine response | activation, % at 3 µM | actives 0.19% (n = 360,000) | AID 624037;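 active = activation above the run's mean over test compounds plus 3 SD, cut at about 23% in these data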;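 also: signal is peak over basal fluorescence ratio across the kinetic read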
# CRFR2-BP antag = antagonists of CRF-binding protein/CRF-R2 receptor complex. HEK293 CRF-R2/CRF-BP, CRF-induced calcium fluorescence. inhibition, % at 11.8 µM. actives 0.59% (n = 350,000). AID 588475;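 active = inhibition of the ligand-induced calcium signal above about 50% at the single tested concentration, limit read from the data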
# Numbers without * were called inactive; x = no result given.
SMILES,M5 antag,CRFR2-BP ag,M4 ag,CHRM4 PAM,M5 PAM,CHRM4 antagonist,M1 PAM,CHRM5 agonist,CRFR2-BP antag
O=C(CSc1nc(-c2cccs2)nc2ccccc12)NC1CCS(=O)(=O)C1 (configuration not stated),1,0.1,1,0,2,-6,2,1,-9
Cc1nc(-c2ccc(NC(=O)c3cccs3)cc2)cs1,1,2.4,5,-2,-2,-5,2,2,-12
O=C(CCC(=O)N1CCN(S(=O)(=O)c2ccc([N+](=O)[O-])cc2)CC1)N1CCOCC1,-9,8.7,1,2,5,-14,7,-5,19
O=C(NCCCN1CCOCC1)C(=O)N/N=C/c1ccc(F)cc1,0,0.2,1,11,1,-5,15,-1,-4
O=C(Nc1nonc1-c1ccc(Cl)cc1)c1ccco1,-4,-0.3,-2,-1,5,-2,5,-3,12
CCCN(CCC)CCCNS(=O)(=O)c1ccc2c(c1)oc(=O)n2C,-2,4.0,1,3,3,-2,9,-2,6
Cc1cccnc1NC(=O)c1nn(C)c2c1CS(=O)(=O)c1ccccc1-2,-3,0.2,4,-6,-4,-4,6,-3,-8
CCC1Oc2ccccc2N(CC(=O)NC2CCCCC2)C1=O (configuration not stated),-4,1.9,0,7,1,-11,9,-6,3
COC(=O)c1ccc2c(=O)n(CCCCCC(=O)NC(C)C)c(=O)[nH]c2c1,8,0.2,0,13,7,-8,3,3,-6
CCN(CC)S(=O)(=O)c1cc(NC(=O)C(C)Nc2ccccc2N2CCOCC2)ccc1C (configuration not stated),-17,-4.1,3,-11,10,5,11,-1,-10
OC[C@@H]1CN(Cc2ccco2)C[C@H](n2cnc3c(N4CCOCC4)ncnc32)O1,6,x,1,3,-1,-6,6,3,x
C=C(C)Cn1c(SCC(=O)O)nnc1-c1ccccc1,0,0.1,1,5,-2,7,4,-1,-2
COc1ccc(/C=C2\CCCCC2=O)cc1,15,-0.4,18,-10,-11,9,-3,1,9
Cc1ccc(NC(=O)N2CCc3ccccc3C2)c(C)c1,3,0.4,2,19*,6,-10,6,-6,4
CC1(C)NC(=O)N(CCCC(=O)Nc2ccc(C(F)(F)F)cc2)C1=O,8,-0.7,2,-2,-9,5,6,2,2
Cc1ccc(S(=O)(=O)N(C)C[C@H]2Oc3ccc(NC(=O)Nc4c(C)noc4C)cc3CC(=O)N([C@@H](C)CO)C[C@@H]2C)cc1,5,-0.1,1,4,0,1,5,2,-4
CC(C)NC(=O)COC(=O)c1cc(=O)[nH]c2ccccc12,12,-0.7,1,14,-3,-4,7,-2,-5
C/C(=N\NC(=O)NC1CCCCC1)C1CCCCC1,-13,0.8,-1,5,4,-17,3,-5,-20
CCOC(=O)C1(CCOC)CCCCC1=O (configuration not stated),12,-0.1,0,4,-5,-9,8,3,4
CC1CN(c2ccnc3cc(Cl)ccc23)CC(C)O1 (configuration not stated),3,-0.3,2,-4,8,0,6,-4,-7
CCc1cc2cc3c(cc2nc1SCC(=O)Nc1nccs1)OCO3,1,0.7,2,-5,-1,9,5,3,7
CC(C)N(Cc1cn(C)nc1-c1cccc(Cl)c1)Cc1nccn1C,7,-1.5,1,-6,-8,14,-3,-11,-3
Cc1cc(C(=O)Nc2cnn(Cc3ccc(Cl)cc3Cl)c2)no1,2,-4.1,0,7,-4,-1,0,-1,-1
Cc1ccccc1NC(=O)CSc1nc2[nH]c(=O)cc(O)c2s1,6,1.6,1,1,3,-1,5,0,-3
CCCN1C2CCCC1CC(NC(=O)c1cc(OC)c(OC)c(OC)c1)C2 (configuration not stated),2,-0.1,0,12,0,8,15,1,5
COc1ccc(CCNC(=O)C2CC3Cn4c(nc5ccccc54)C3N2c2ccccc2)cc1 (configuration not stated),5,-2.3,1,10,4,-8,14,0,-3
CN(Cc1ccccc1)C(=O)COC(=O)C12CC3CC(CC(Br)(C3)C1)C2,-5,6.3,6,3,12,-14,3,5,-1
COc1cc(NS(=O)(=O)c2cc(C(=O)NCCc3ccccn3)ccc2OC)cc(OC)c1,15,-1.9,2,0,4,7,4,-1,-17
Cc1ccc(S(=O)(=O)N/N=C/c2ccc(OS(=O)(=O)c3ccc(C)c([N+](=O)[O-])c3)cc2)cc1,1,2.1,0,-12,-5,9,-2,-3,-2
CC(C)n1c(C(=O)OCC(=O)NCc2ccc3c(c2)OCO3)cc2sccc21,-10,-3.3,13,-2,-4,-16,-2,-2,44
Cc1noc(C)c1C(=O)Nc1nc(-c2ccccc2Cl)cs1,-3,-1.7,8,-11,-6,3,-7,-3,-20
NS(=O)(=O)c1cccc(NC(=S)NCc2ccc3c(c2)OCO3)c1,5,0.1,0,-1,2,-1,9,1,15
COc1ccc(Cc2nc3ccccc3[nH]2)cc1OC,7,-0.1,3,-4,-1,5,2,1,4
O=C(COC(=O)/C=C/c1ccco1)Nc1ccccc1,5,0.2,3,-4,-7,-9,2,1,8
FC(F)(F)c1nc(-c2ccncc2)ncc1-c1nnnn1-c1ccccc1,0,-0.8,5,1,-6,-4,2,4,5
C=CCSc1nc2c(cnn2-c2ccccc2)c(=O)n1N,-4,-0.7,2,3,2,-3,7,6,2

# Part of the list above, with values under each structure.
# Results follow in this order: M5 antag, CRFR2-BP ag, M4 ag, CHRM4 PAM, M5 PAM, CHRM4 antagonist, M1 PAM, CHRM5 agonist, CRFR2-BP antag
CC1CN(c2ccnc3cc(Cl)ccc23)CC(C)O1 (configuration not stated)
    3, -0.3, 2, -4, 8, 0, 6, -4, -7
CCc1cc2cc3c(cc2nc1SCC(=O)Nc1nccs1)OCO3
    1, 0.7, 2, -5, -1, 9, 5, 3, 7
CC(C)N(Cc1cn(C)nc1-c1cccc(Cl)c1)Cc1nccn1C
    7, -1.5, 1, -6, -8, 14, -3, -11, -3
Cc1cc(C(=O)Nc2cnn(Cc3ccc(Cl)cc3Cl)c2)no1
    2, -4.1, 0, 7, -4, -1, 0, -1, -1
Cc1ccccc1NC(=O)CSc1nc2[nH]c(=O)cc(O)c2s1
    6, 1.6, 1, 1, 3, -1, 5, 0, -3
CCCN1C2CCCC1CC(NC(=O)c1cc(OC)c(OC)c(OC)c1)C2 (configuration not stated)
    2, -0.1, 0, 12, 0, 8, 15, 1, 5
COc1ccc(CCNC(=O)C2CC3Cn4c(nc5ccccc54)C3N2c2ccccc2)cc1 (configuration not stated)
    5, -2.3, 1, 10, 4, -8, 14, 0, -3
CN(Cc1ccccc1)C(=O)COC(=O)C12CC3CC(CC(Br)(C3)C1)C2
    -5, 6.3, 6, 3, 12, -14, 3, 5, -1
COc1cc(NS(=O)(=O)c2cc(C(=O)NCCc3ccccn3)ccc2OC)cc(OC)c1
    15, -1.9, 2, 0, 4, 7, 4, -1, -17
Cc1ccc(S(=O)(=O)N/N=C/c2ccc(OS(=O)(=O)c3ccc(C)c([N+](=O)[O-])c3)cc2)cc1
    1, 2.1, 0, -12, -5, 9, -2, -3, -2
CC(C)n1c(C(=O)OCC(=O)NCc2ccc3c(c2)OCO3)cc2sccc21
    -10, -3.3, 13, -2, -4, -16, -2, -2, 44
Cc1noc(C)c1C(=O)Nc1nc(-c2ccccc2Cl)cs1
    -3, -1.7, 8, -11, -6, 3, -7, -3, -20
NS(=O)(=O)c1cccc(NC(=S)NCc2ccc3c(c2)OCO3)c1
    5, 0.1, 0, -1, 2, -1, 9, 1, 15
COc1ccc(Cc2nc3ccccc3[nH]2)cc1OC
    7, -0.1, 3, -4, -1, 5, 2, 1, 4

# Next structures
SMILES,M5 antag,CRFR2-BP ag,M4 ag,CHRM4 PAM,M5 PAM,CHRM4 antagonist,M1 PAM,CHRM5 agonist,CRFR2-BP antag
Cc1cc(C)cc(NC(=O)C2CCN(C(=O)[C@@H]3Cc4ccccc4CN3)CC2)c1,5,4.9,2,-6,-5,3,-4,-10,-4
Cc1cc(SCC(=O)NC2(C#N)CCCCC2)nc2c(C)cccc12,-5,0.9,2,8,7,-7,4,-2,-12
O=C(NC(Cc1ccccc1)c1nc2ccccc2[nH]1)c1ccc(Cl)c([N+](=O)[O-])c1 (configuration not stated),23,0.3,11,-7,-19,7,-18,-2,76*
CCC1CCCCN1C(=S)Nc1ccc(SC(F)F)cc1 (configuration not stated),13,0.2,8,-8,-1,26,-7,-4,-21
CCN(CC)c1ccc(/C=C(/C#N)c2nc3ccccc3[nH]2)c(OC(C)C)c1,12,158*,57*,-19,-4,13,-41,11,-219
COc1ccc(C(=O)Nc2ccc3nc(N4CCOCC4)sc3c2)cc1OC,4,0.2,1,-7,-2,11,-1,1,5
C=CCSc1nc2sc3c(c2c(=O)[nH]1)CC(C)(C)OC3,-14,1.6,0,-6,15,5,-3,7,-13
COc1ccc(-c2cc(C(=O)NCCCn3ccnc3)c3ccccc3n2)c(OC)c1,7,-2.6,3,-6,-1,-2,10,-3,-22
COc1ccc(CN(C)C(=O)C2CSC3(C)CCC(=O)N23)cc1 (configuration not stated),3,1.7,1,1,-1,0,5,1,0
CN1CCc2c(sc3c2C(=O)NC(c2cccc(OC(=O)c4cccs4)c2)N3)C1 (configuration not stated),3,28,4,2,-4,0,2,2,-45
COc1cc2c(cc1OC)-c1cc3ccc4c(c3c[n+]1CC2)OCO4,17,13,1,7,-2,-1,-1,-1,3
CNc1c([N+](=O)[O-])cnn1-c1ccccn1,18,1.2,9,-8,-17,-2,-4,-2,5
COc1cc(CNCc2cccnc2)ccc1OCC(=O)NC1CCCCC1,10,1.5,2,6,1,-1,3,2,-4
CC(=O)N/C(=C/c1ccc2c(c1)OCO2)C(=O)O,1,0.0,2,5,-3,-5,9,1,-1
O=C(NCc1ccccn1)C1COc2ccccc2O1 (configuration not stated),-8,0.1,1,1,1,-3,6,-4,7
Cc1ccc(-c2nnn(CC(=O)N3CCC(C)CC3)n2)o1,-2,2.4,0,5,-3,-7,8,-1,-6
O=C(c1ccc(COc2ccccc2Cl)o1)N1CCN(c2ccccc2)CC1,-6,0.7,5,0,-5,-16,5,-2,5
O=S(=O)(NN=C1CCCCCC1)c1ccc(Cl)cc1,12,-0.8,0,1,-5,7,7,-4,6
CCCNC(=O)C1(C)CCN(Cc2cccc(OC(=O)c3ccccc3)c2)C1 (configuration not stated),-11,x,1,-3,4,0,-2,-4,x
CC(C(=O)N1CCOCC1)n1cc([N+](=O)[O-])cn1 (configuration not stated),10,-1.3,0,-4,5,1,7,0,13
COc1ccc(C(=O)OCCN2CCCCC2)cc1,-17,-2.6,1,0,2,-6,9,-8,27
COc1ccccc1OCc1n[nH]c(=S)n1Cc1ccccc1,-6,1.0,0,-2,4,-11,-5,-9,11
CCOC(=O)C1(C)C=C(Nc2ccc(O)cc2)C(=O)N1c1ccc(O)cc1 (configuration not stated),-6,-2.1,1,8,6,-7,8,0,6
COc1cccc(CNS(=O)(=O)c2ccc3c(c2)NC(=O)CS3)c1,-1,0.8,3,-10,-1,-2,-1,0,-8

# From PubChem
